Anthrax LF inh2: blocks Bacillus anthracis lethal factor protease; P15917; AID 588501; inhibition, % at 10 µM; multiplex microsphere protease cleavage assay, LF; hit rate 0.12% among 360,000; also: plate controls were buffer without enzyme for full effect and enzyme alone for no effect
Target sequence (P15917 whole entry, looked up): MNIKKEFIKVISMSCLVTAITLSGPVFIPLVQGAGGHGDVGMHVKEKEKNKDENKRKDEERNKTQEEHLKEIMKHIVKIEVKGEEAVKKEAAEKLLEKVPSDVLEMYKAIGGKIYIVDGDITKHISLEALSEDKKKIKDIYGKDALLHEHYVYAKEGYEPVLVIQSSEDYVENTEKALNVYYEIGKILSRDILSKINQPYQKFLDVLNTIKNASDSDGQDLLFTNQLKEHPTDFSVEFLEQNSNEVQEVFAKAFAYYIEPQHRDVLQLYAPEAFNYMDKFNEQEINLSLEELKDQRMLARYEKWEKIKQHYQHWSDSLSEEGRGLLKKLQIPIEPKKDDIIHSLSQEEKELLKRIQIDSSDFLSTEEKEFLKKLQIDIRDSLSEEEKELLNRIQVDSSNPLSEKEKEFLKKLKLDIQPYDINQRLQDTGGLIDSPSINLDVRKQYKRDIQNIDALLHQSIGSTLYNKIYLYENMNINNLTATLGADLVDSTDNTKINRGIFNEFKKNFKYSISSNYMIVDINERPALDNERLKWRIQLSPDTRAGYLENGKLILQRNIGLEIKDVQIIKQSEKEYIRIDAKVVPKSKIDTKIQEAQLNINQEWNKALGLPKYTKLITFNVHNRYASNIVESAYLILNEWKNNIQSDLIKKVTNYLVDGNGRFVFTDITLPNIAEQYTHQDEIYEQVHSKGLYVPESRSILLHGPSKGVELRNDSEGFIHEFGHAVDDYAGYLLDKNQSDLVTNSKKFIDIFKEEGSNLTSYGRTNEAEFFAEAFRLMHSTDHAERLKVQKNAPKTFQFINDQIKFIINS
DUSP3 inh: blocks human VHR1 dual specificity phosphatase; P51452; hit rate 0.52% among 290,000; inhibition, % at 13.3 µM; recombinant VHR phosphatase, pNPP absorbance; in the data active = inhibition above about 50%; also: some compounds called inactive have numbers as strong as hits
Target sequence (P51452 whole entry, looked up): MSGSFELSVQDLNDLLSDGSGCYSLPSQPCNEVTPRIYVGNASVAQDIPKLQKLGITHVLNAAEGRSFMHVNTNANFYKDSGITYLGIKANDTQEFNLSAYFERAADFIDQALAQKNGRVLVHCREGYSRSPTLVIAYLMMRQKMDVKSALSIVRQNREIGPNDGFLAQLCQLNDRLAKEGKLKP
Vc quorum ag: induces V. cholerae light production without autoinducers; V. cholerae BH1578 lux reporter, luminescence, 6 h; activation, % at 18.7 µM; hit rate 0.16% among 350,000; AID 588436; in the data active = activation mostly above about 9.7%, no sharp cut-off; inconclusive = no clear call, values can overlap the other calls; inactive = mostly below about 3.7%; also: not every result past the cut was called active; inactives centre near 0; reference of the scale not given here
BoNT-A LC inh2: blocks Botulinum neurotoxin A light chain protease | multiplex microsphere protease substrate cleavage, flow cytometry | inhibition, % at 10 µM | hit rate 0.17% among 360,000 | AID 588499; also: plate controls were buffer without enzyme for full effect and enzyme alone for no effect
TcdB GH inh: blocks C. difficile toxin B glycohydrolase activity; P18177; TcdB glycohydrolase enzymatic assay, plate reader; inhibition, % at 9.99 µM; hit rate 0.24% among 350,000; AID 652162; in the data active = inhibition above about 10%
Y pestis TopoI: Y. pestis Topo-I inhibition via cleavage products; Y. pestis Topo-I cleavage product accumulation, plate reader; activity, % at 10 µM; hit rate 0.064% among 360,000; in the data active = activity above about 50%, passing the limit was not always enough; inconclusive = no clear call, values can overlap the other calls; also: inactives centre near 2
CCHFV vOTU inh: CCHFV vOTU protease inhibition. hit rate 0.55% among 370,000. Pep-AMC fluorescence. inhibition, % at 11.5 µM; in the data active = inhibition above about 30%; also: 0% = vehicle wells with enzyme and 100% = no enzyme wells
SARS 3CLpro inh: SARS-CoV 3CLpro protease inhibition; hit rate 0.14% among 290,000; inhibition, % at 6 µM; P0C6X7; AID 1706; recombinant SARS-CoV 3CLpro, quenched FRET peptide cleavage; in the data active = inhibition above about 12%
PfHsp40 yeast: rescue of PfHsp40-mediated yeast toxicity; hit rate 0.68% among 340,000; S. cerevisiae expressing PfHsp40, growth rescue, ATP luminescence; AID 504582; growth rescue, % at 12.5 µM; in the data active = growth rescue above about 28%, passing the limit was not always enough; inconclusive = no clear call, values can overlap the other calls;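 also: yeast W303a lacking pdr1 and pdr3 grown in galactose medium; growth measured after three days at 30 °C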
SSB-PriA inh: K. pneumoniae PriA-SSBct interaction inhibition; inhibition, % at 33 µM; AlphaScreen SSBct-PriA binding, biotinylated peptide; hit rate 0.6% among 430,000; in the data active = inhibition mostly above about 37%, no sharp cut-off; inactive = mostly below about 20%;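 also: plate controls were negative control peptide for no effect and reference peptide for full effect; strong numbers were not always called active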
Starred values were filed as active, the others as inactive; i = inactive; ? = inconclusive; / = not tested or not shown; & = joins results of further samples. Rule as the data show it, unless noted: active = inhibition above about 30%; inconclusive = no clear call, values can overlap the other calls; inactive = below that. Some of the compounds tested, so the mix of outcomes need not match the whole.

structure	DUSP3 inh	SSB-PriA inh	BoNT-A LC inh2	SARS 3CLpro inh	TcdB GH inh	Anthrax LF inh2	Y pestis TopoI	PfHsp40 yeast	CCHFV vOTU inh	Vc quorum ag
COc1ccc(-c2ccccc2)cc1NCc1ccccc1C	3	20	-0.7	8	1.6	-1	-5	1.1	3	i
CCCC(=O)c1ccc(N2CCCCC2)c(F)c1	22	-43	-0.1	1	0.6	1	0	-0.4	-14	-0.1
O=C(Cn1c(=O)oc2cc(S(=O)(=O)N3CCCC3)ccc21)Nc1ccccc1Br	12	6	-0.4	-1	/	-1	3	-0.5	/	-0.5
CCCN(CC(=O)Nc1ccccc1C)C(=O)C1CCN(S(=O)(=O)c2ccccc2C(F)(F)F)CC1	/	-6	-2.2	/	1.5	-3	23	-1.9	3	-0.3
Cc1ccc(NC(=O)CSc2nc3[nH]ncc3c(=O)[nH]2)cc1	14	-17	-2.9	1	-0.8	-2	0	-1.7	9	-12
O=C(NCC(=O)N(Cc1ccc(F)cc1)C(C(=O)NCC1CCCO1)c1ccccc1)c1ccco1 (configuration not stated)	-14	-6	3.0	-3	1.9	-4	1	-1.4	17	0.0
O=C(Cn1nc(-c2cccc(Cl)c2)ccc1=O)NCC1COCCO1 (configuration not stated)	/	-18	/	/	1.1	/	2	0.1	-9	i
Cc1cc(N2CCOCC2)ccc1/C=C1\NC(=O)N(Cc2ccccc2)C1=O	10	-15	0.3	1	1.0	-1	-6	0.5	4	i
Cc1c(O)c(=O)ccn1Cc1ccccc1	8	-9	-0.4	0	-4.3	3	-1	0.0	-2	i
CCOC(=O)c1c(NC(=O)CN2CCOCC2)sc2c1CCCC2	17	-3	-2.2	-1	/	-7	22	-0.9	5	3.2
O=C(COC(=O)CNC(=O)c1ccc(Cl)cc1Cl)NNC(=O)c1ccccc1	/	-15	0.0	/	-0.5	-6	-1	-1.1	3	i
CCN(CC)CCCNC(=O)c1ccccc1C	15	-43	29	-3	-2.5	-13	-5	0.6	-2	i
C/C(=C\c1ccccc1)C1NC(=O)c2c(sc3c2CCCC3)N1 (configuration not stated)	3	0	0.7	0	1.2	-1	-1	-1.7	-8	-2.1
COc1ccc(NC(=S)N2Cc3ccccc3-n3nncc3C2)c(OC)c1	/	/	0.0	/	3.3	1	4	/	-4	1.0
O=C(COC(=O)c1cc(=O)[nH]c2ccccc12)Nc1ccc(Cl)cn1	/	-5	1.3	/	0.1	-2	1	-1.1	-9	i
COc1ccc(C(=O)N/C(=C/c2cccnc2)C(=O)N2CCOCC2)cc1OC	35	-2	4.0	-6	1.6	-4	10	-0.7	-11	-0.4
CCOC(=O)c1sc(NC(=O)c2ccco2)nc1C	29	-2	-0.5	/	/	-2	-11	-0.7	8	-0.8
CCOC(=O)Cc1csc(NC(=O)CSc2nnc(-c3ccncc3)o2)n1	53*	5&-1	-1.1	1	0.8	-3	-1	3.2	0	-0.3
C=CCn1nnnc1SCC(=O)Nc1cccc(C(F)(F)F)c1	23	-4	0.4	2	-1.0	-2	4	1.6	-6	2.0
COc1ccc(COCC(O)CN(Cc2ccco2)Cc2ccccc2O)cc1 (configuration not stated)	-2	3	-1.8	4	/	-7	17	0.5	20	-0.3
Cc1cc2c(OCC(O)CN3CCCCC3)cccc2[nH]1 (configuration not stated)	19	-16	0.1	1	0.1	-8	-13	9.4	12	-0.4
O=C(NCCN1CCOCC1)c1ccc(N2CCCC2)c([N+](=O)[O-])c1	17	-14	-0.3	6	0.6	-4	0	-0.6	10	-0.2
Cc1nn(CC(=O)NCc2cccs2)c(=O)c2nn(-c3ccccc3)c(C)c12	-6	1	0.9	7	0.4	-1	-6	-1.0	-14	-0.1
CN(C(=O)COc1ccc(Cl)cc1)C1(C)CCS(=O)(=O)C1 (configuration not stated)	/	0&-10	-1.2	/	-0.2	-1	2	-1.9	-3	i
CC(=O)N1N=C(c2ccccc2)CC1c1cccc([N+](=O)[O-])c1 (configuration not stated)	-12	5	2.3	0	1.0	-10	3	-0.6	4	-0.4
COc1ccc(-c2c(C)nn3c(C)cc(C)nc23)cc1	16	-7	-2.2	0	0.0	-19	0	1.0	-1	i
O=C(Oc1ccc2cccc(OC(=O)N3CCOCC3)c2c1)N1CCOCC1	23	-6	-2.3	13*	/	1	1	0.4	-5	-3.4
Cc1cc(C)n(-c2ccc(NC(=O)C3CCCCN3Cc3cccc4c3OCO4)cc2)n1 (configuration not stated)	25	0	-0.8	3	0.5	0	30	0.2	1	-0.4
Cc1cc(C)c2c(CN3CCCCC3)cc(=O)oc2c1	9	-5	0.0	0	-0.3	-5	12	-3.0	2	-0.4
CN(C)P(=NC(=S)c1cccn1C)(N(C)C)N(C)C	-6	-2	1.4	0	/	0	4	-0.4	5	i
COC(=O)Cn1c(C(F)(F)F)nc2ccccc21	-10	-6	0.2	-2	/	0	6	-1.6	4	0.3
CCN1CCN(C(=S)c2ccc(Cl)cc2)CC1	50*	0	-0.2	-5	/	0	-1	-1.2	0	i
Cc1ccc(-c2cc(C(=O)NN3CCOCC3)c3cc(Br)ccc3n2)o1	8	-5	0.5	-5	-0.7	-6	-11	0.1	-37	i
CC(=O)N1CCN(C(=O)c2cccc(S(=O)(=O)N3CCOCC3)c2)CC1	/	-8	-5.3	/	0.3	-1	-11	-1.7	4	i
COc1ccccc1-c1cc(SC)c(C#N)c(=O)o1	-8	1	0.0	6	0.8	-1	-6	-0.8	3	-2.0
CSc1ncc(CN2CCN(C(C)C)C(CCO)C2)cn1 (configuration not stated)	14	-2	-0.7	3	1.2	-4	-3	0.6	-8	i
N#Cc1ccc(CSc2nnc(Nc3ccccc3)s2)cc1	-13	-15	0.8	-6	/	1	-10	0.2	8	i
O=c1oc2c3c4c(cc2c2c1CCC2)OCCN4CCC3	25	2	?	-2	/	?	-1	1.1	-268	0.9
CCOc1ccccc1N1CCN(C(=O)c2cccc(S(=O)(=O)N3CCOCC3)c2)CC1	/	-14	2.0	/	0.4	0	29	-0.8	4	i
COc1ccc(CN2CCN(C(=O)C3CC(=O)N(C4CCCCCC4)C3)CC2)c(OC)c1OC (configuration not stated)	17	-7	-0.9	-2	/	-1	74*	4.8	-4	i
O=c1o[nH]c(-c2ccccc2)c1C=Nc1ccc(Cl)cc1	6	-6	-0.7	4	0.4	0	6	-1.0	13	i
O=C(Nc1ccc(Cl)c(Cl)c1)Nc1nnc(CC2=CCCCC2)s1	48	-6	0.0	1	1.8	0	-4	-1.5	0	i
Cc1ccc(CCCOC(=O)CN2CCCCC2)cc1	-14	1	-0.2	-3	0.4	3	-1	0.4	-3	-0.6
CC(=O)c1cccc(NC(=O)C2CCCN2S(=O)(=O)c2cccs2)c1 (configuration not stated)	/	/	-0.2	/	-0.6	1	-1	/	-4	-0.6
CC1CCc2sc3nc(NCc4ccco4)n4ncnc4c3c2C1 (configuration not stated)	21	3	-1.3	0	/	-9	36	0.6	16	-0.7
COc1ccccc1CNC(=O)Cc1ccccc1	1	-4	-5.9	-2	1.1	-4	4	-0.2	-11	i
O=C(CNC(=O)c1ccccc1)N/N=C/c1ccc([N+](=O)[O-])s1	12	/	-1.8	-2	-4.5	0	3	-1.8	14	-0.4
COc1ccc(C(=O)NNC(=O)CCn2nnc(-c3ccc(Cl)cc3)n2)cc1OC	22	-2	-0.2	5	-0.8	-6	-11	-0.6	-13	-0.4
CC(=O)c1ccc(-c2ccc([C@H]3[C@@H]4C=CCC[C@@]4(C)C(=O)N3Cc3ccccc3)c(F)c2)cc1	15	1	0.4	/	-0.3	2	11	-0.5	13	i
O=C(NCCCCc1ccccc1)c1ccc(Br)cc1	34	-26	-0.7	-2	0.2	-7	22	?	7	i

(further entries)
structure	DUSP3 inh	SSB-PriA inh	BoNT-A LC inh2	SARS 3CLpro inh	TcdB GH inh	Anthrax LF inh2	Y pestis TopoI	PfHsp40 yeast	CCHFV vOTU inh	Vc quorum ag
CCCC(=NCc1ccccc1)C1=C(O)C(C(=O)OC)C(C)(C)CC1=O (configuration not stated)	2	-8	-0.5	0	2.0	-9	13	1.4	-4	7.1
O=C1NC(=S)NC(=O)C1C/C=C/c1ccccc1	24	-6	0.8	-4	1.5	-1	5	-0.5	-19	i
COc1ccc(-c2nc3nc(C)cc(=O)n3[nH]2)cc1	24	1	0.3	0	0.9	-3	-4	0.7	-12	i
CC(=O)Nc1cccc(C(=O)OCC(=O)NC(C)c2ccc(F)cc2)c1 (configuration not stated)	17	-11	0.2	-2	-0.5	-5	-7	-0.9	-4	-1.4
Cc1nn(C)cc1CNC(=O)Nc1cccc(Cl)c1	11	-16	-0.4	0	/	2	1	-0.9	8	3.7
COc1ccccc1OCCCN1CCC(C(O)(c2ccccc2)c2ccccc2)CC1	/	/	-0.6	/	3.7	-1	/	/	5	/
Clc1ccc(-c2csc(N/N=C/c3cccnc3)n2)c(Cl)c1	2	/	0.4	-2	/	-2	10	-2.6	12	-3.4
Cc1ccc2oc3nc(C)c(C(=O)Nc4cccc(C(F)(F)F)c4)cc3c(=O)c2c1	29	-12	?	1	/	-3	-11	4.2	/	-0.2
O=C(OCc1ccccc1)N1C=CC2CC1c1c(Cl)cccc12 (configuration not stated)	/	-8	-0.7	/	1.4	-6	24	1.6	4	i
c1ccc(-n2c(SCc3ccncc3)nnc2-c2ccco2)cc1	2	-7	-0.2	0	/	1	0	-0.1	6	0.8
CC1CCN(C(=O)c2[nH]cnc2C(=O)NCc2ccc(CNC(=O)OC(C)(C)C)cc2)CC1	/	-3	-0.3	/	0.3	4	6	0.5	-5	i
Cn1c(SCC(=O)Nc2ccc(Br)cn2)nnc1C1CC1	8	-8	2.8	-5	0.9	4	14	0.4	27	i
CNc1nc(-c2ccc3c(c2)CCN3C(=O)c2ccccc2F)c(C)s1	16	-6	0.8	0	0.0	-1	10	-0.8	0	i
O=C(c1ccccc1)N1CCN(CCc2ccccc2)CC1	38	-2	0.1	-1	1.1	-4	5	-1.1	5	7.7
O=S(=O)(NCc1ccccc1F)NCc1ccccc1F	20	-8	-0.1	5	0.8	-2	3	0.1	4	1.6
O=c1[nH]c(=O)n(Cc2ccccc2)c2c1C(C(F)(F)F)(C(F)(F)F)N=C(c1ccco1)N2	9	-6	0.3	-2	/	-4	0	?	-2	-0.2
CN(C)c1nc2n(c(=O)n1)CCS2	14	-16	0.0	0	/	-3	1	-0.5	-9	-5.3
Cc1ccccc1OCc1nnc(SCC(=O)Nc2ccc(N3CCOCC3)c(Cl)c2)n1C	28	15	1.7	4	/	-3	19	0.8	0	i
COc1ccc(CCNS(=O)(=O)c2csc(C(N)=O)c2)cc1OC	19	-13	-1.4	0	-1.1	-2	-2	-1.0	-7	-0.2
Clc1cccc(Cl)c1Cn1nnc(-c2cccs2)n1	9	-13	-1.2	0	/	-7	-11	-0.6	-5	-0.3
Cc1cccc(NC(=O)COC(=O)c2n[nH]c3ccccc23)c1C	/	-2	0.2	/	0.3	0	3	-0.2	8	i
N#CCSc1nnc(COc2ccccc2)n1-c1ccccc1	4	-5	-0.7	3	/	-5	-1	1.9	-7	-0.3
Nc1cccc(C#Cc2ccc3c(c2)C(=O)/C(=C/c2ccsc2)O3)c1	/	4	1.6	/	0.4	-2	-10	1.3	13	i

Part of the list above in another layout:
smiles: COc1ccccc1-c1cc(SC)c(C#N)c(=O)o1
- DUSP3 inh: -8
- SSB-PriA inh: 1
- BoNT-A LC inh2: 0.0
- SARS 3CLpro inh: 6
- TcdB GH inh: 0.8
- Anthrax LF inh2: -1
- Y pestis TopoI: -6
- PfHsp40 yeast: -0.8
- CCHFV vOTU inh: 3
- Vc quorum ag: -2.0
smiles: O=C(Nc1ccc(Cl)c(Cl)c1)Nc1nnc(CC2=CCCCC2)s1
- DUSP3 inh: 48
- SSB-PriA inh: -6
- BoNT-A LC inh2: 0.0
- SARS 3CLpro inh: 1
- TcdB GH inh: 1.8
- Anthrax LF inh2: 0
- Y pestis TopoI: -4
- PfHsp40 yeast: -1.5
- CCHFV vOTU inh: 0
- Vc quorum ag: i

Screens deposited in PubChem by several laboratories.
